CatG inh – human cathepsin G inhibitors, primary screen, biochemical, pooled compound mixtures, AMC fluorescence; AID 581, 2007; 62,000 compounds, 0.2% hits; P08311; inhibition, % at 5 µM (by protocol); purified enzyme, AMC-tetrapeptide fluorescence;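 active = inhibition above 20% in each of the two mixture wells holding the compound; inactive = inhibition of 20% or less in either well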;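 note: 0% = enzyme control without mixture and 100% = blank lacking enzyme; strong numbers were not always called active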
CatB inh – human cathepsin B inhibitors, primary screen, biochemical, fluorogenic substrate | 63,000 compounds, 0.1% hits | P07858 | AID 453, 2006 | purified cathepsin B, fluorescence | inhibition, %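 (tested at 10 µM)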; in the data active = inhibition above about 21%;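 note: 0% = enzyme with no compound and 100% = no enzyme blank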
CatB mixtures – cathepsin B inhibitors from pooled compounds, primary screen, biochemical, compound mixtures, AMC fluorescence. AID 488, 2006. 62,000 compounds, 0.06% hits. inhibition, %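 (ten-compound pools at 5 µM per compound and 50 µM total)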. Purified cathepsin B, AMC dipeptide fluorescence; in the data active = inhibition above about 22%, passing the limit was not always enough;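 note: 0% = enzyme without compound and 100% = no enzyme blank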
CatL inh – inhibitors of human cathepsin L, biochemical | Procathepsin L (Homo sapiens), P07711 | purified cathepsin L, fluorogenic substrate, fluorescence | inhibition, %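 (tested at 10 µM)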 | 58,000 compounds, 0.17% hits | AID 460, 2006; in the data active = inhibition above about 45%;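 note: 0% = enzyme with no compound and 100% = no enzyme blank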
C1s inh – complement C1s protease inhibitors, primary screen, biochemical, 10-compound mixtures | Complement C1s subcomponent (Homo sapiens), P09871 | purified C1s, fluorogenic AMC substrate, pooled mixtures | mean inhibition % of two 10-compound mixtures (hits give high values), % at 5 µM (by protocol) | 62,000 compounds, 0.16% hits | AID 538, 2006;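 active = inhibition above 20% in each of the two 10-compound mixture wells holding the compound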;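 note: 0% = enzyme wells lacking compound mixture and 100% = no-enzyme blank wells; some compounds called inactive have numbers as strong as hits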
Target sequence (P09871 16-437 limits assumed): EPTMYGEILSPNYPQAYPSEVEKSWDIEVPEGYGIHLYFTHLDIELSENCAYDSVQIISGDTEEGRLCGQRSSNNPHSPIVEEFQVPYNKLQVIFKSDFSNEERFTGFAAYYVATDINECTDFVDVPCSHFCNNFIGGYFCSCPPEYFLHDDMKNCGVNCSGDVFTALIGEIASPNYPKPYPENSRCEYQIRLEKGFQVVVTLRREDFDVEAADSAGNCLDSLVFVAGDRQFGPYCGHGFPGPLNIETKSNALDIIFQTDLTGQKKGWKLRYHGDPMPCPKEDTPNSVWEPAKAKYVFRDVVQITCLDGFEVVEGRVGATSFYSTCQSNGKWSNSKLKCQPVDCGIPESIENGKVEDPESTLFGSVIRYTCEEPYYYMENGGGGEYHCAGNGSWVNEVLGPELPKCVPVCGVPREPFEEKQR
Target sequence (P09871 438-688 limits assumed): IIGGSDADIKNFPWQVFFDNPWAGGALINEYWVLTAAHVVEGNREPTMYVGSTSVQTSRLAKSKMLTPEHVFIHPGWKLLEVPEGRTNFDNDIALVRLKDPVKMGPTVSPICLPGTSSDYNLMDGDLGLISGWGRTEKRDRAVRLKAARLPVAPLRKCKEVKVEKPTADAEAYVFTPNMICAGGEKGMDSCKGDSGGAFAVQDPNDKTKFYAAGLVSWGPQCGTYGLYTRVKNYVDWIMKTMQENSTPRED
AP complement – alternative complement pathway inhibitors, primary screen, biochemical, ELISA, human serum, orthogonally pooled compounds; 62,000 compounds, 0.08% hits; inhibition, % at 5 µM; LPS-coated ELISA, C3 deposition; tested in compound mixtures;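 active = inhibition above 30% in each of the two pooled mixtures holding the compound, so the lower value exceeds 30%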;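 note: 0% = serum in Mg-EGTA without compound and 100% = EDTA serum blank; some compounds past the cut are filed as inactive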
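Test system: human serum alternative complement pathway, C3 deposition on LPS-coated wells; also added: Plate-bound LPS; doses: 5 µM per compound in ten-compound mixtures; schedule: 1 h at 37 °C; detection: Anti-C3 ELISA, OD 450 nm; evaluation: percent inhibition of C3 deposition onto LPS; repeats: two pool placements per compound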
CatS block – inhibitors of human cathepsin S, biochemical, compound mixtures; P25774; recombinant cathepsin S, AMC dipeptide fluorescence, pooled mixtures; inhibition, %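 (tested at 5 µM per compound within 10-compound mixtures)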; 62,000 compounds, 0.06% hits; in the data active = inhibition above about 32%, passing the limit was not always enough;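 note: 0% = enzyme without compound and 100% = blank without enzyme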
Target sequence (P25774 115-331 limits assumed): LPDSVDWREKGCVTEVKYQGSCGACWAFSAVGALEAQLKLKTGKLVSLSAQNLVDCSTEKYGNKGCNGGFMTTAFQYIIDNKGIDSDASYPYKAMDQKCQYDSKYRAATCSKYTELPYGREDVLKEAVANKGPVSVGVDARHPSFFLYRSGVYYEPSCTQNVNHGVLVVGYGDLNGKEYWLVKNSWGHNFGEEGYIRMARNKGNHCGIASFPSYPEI
FXIa inh mix – FXIa protease inhibitors in compound pools, primary screen, biochemical, 10-compound mixtures | Coagulation factor XI (Homo sapiens), P03951 | purified FXIa, fluorogenic substrate, pooled mixtures | inhibition, % at 5 µM | 62,000 compounds, 0.19% hits | AID 680, 2007; in the data active = inhibition above about 20%, passing the limit was not always enough;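 note: each value is inhibition by a whole ten-compound pool holding the compound; 0% = enzyme with no mixture and 100% = wells lacking enzyme; strong numbers were not always called active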
Ec RNAP inh – E. coli RNAP inhibitors, biochemical; AID 559, 2006; DNA-directed RNA polymerase subunit beta (Escherichia coli (strain K12)), P0A8V2; E. coli RNA polymerase, fluorescence transcription assay; inhibition, %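 (tested at 10 µM)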; 62,000 compounds, 0.2% hits; in the data active = inhibition above about 20%;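 note: 0% = enzyme without compound and 100% = no enzyme blank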
Starred values were filed as active, the others as inactive; . = no result given. Not all compounds are listed. The share of hits here may be higher or lower than overall.

SMILES | CatG inh | CatB inh | CatB mixtures | CatL inh | C1s inh | AP complement | CatS block | FXIa inh mix | Ec RNAP inh
COc1ccc(OC)c([C@@H](O)[C@H](C)NC(C)(C)C)c1 | -3 | 3 | 2 | 3 | -9 | -11 | -14 | 3 | 8
Cc1ccc(-n2c(O)c(C=Nc3ccccc3N)c(=O)[nH]c2=O)cc1C | 4 | -2 | -1 | -2 | -3 | 3 | 25 | 5 | 4
CCC12CN3CCN(CC(C3)/C1=N\O)C2 | 2 | -1 | 6 | -8 | 1 | 21 | -4 | 5 | 2
CC(C)CC(NC(=O)C1CCCCC1)C(=O)N1CCC2(CC1)OCCO2 (stereo unspecified) | 2 | 3 | 2 | -1 | 6 | 14 | -3 | 11 | 1
CCCCCP(=O)(O)c1ccccc1 | 0 | 0 | -2 | -4 | -73 | 11 | -4 | 0 | 10
C=CCOC(=O)C1=C(C)OC(N)=C(C(=O)OCC)C12C(=O)N(CC(N)=O)c1ccccc12 (stereo unspecified) | 0 | -1 | 1 | -8 | -1 | 8 | -18 | 14 | 0
Cc1ccc(Cn2c(C)c3cnn(CC(=O)N4CCC5(CC4)OCCO5)c(=O)c3c2C)cc1 | 14 | 4 | 16 | 6 | 18 | 17 | . | 2 | 7
CCCCN1C(=O)NC(=O)C2(Cc3cc(C)ccc3N(C)C2)C1=O (stereo unspecified) | 3 | 4 | 0 | -25 | 10 | 9 | -6 | 2 | 5
COc1ccc(OC)c(C(O)C(C)N)c1 (stereo unspecified) | -6 | 4 | 2 | 2 | 0 | 12 | -8 | 2 | 2
CCc1ccc(OCCCN=C(C)c2c(O)n(C)c(=O)n(C)c2=O)cc1 | -3 | -1 | 7 | -2 | 4 | 11 | -9 | 7 | 1
O=C(CNS(=O)(=O)c1ccc(Br)s1)N1CCC2(CC1)OCCO2 | -1 | 0 | -2 | 13 | -4 | 19 | 11 | 8 | 2
NCC1(CC(=O)O)CCCCC1 | -9 | 7 | 3 | -8 | -1 | -1 | -7 | 4 | 5
Cc1ccc(C2N(c3cc(C)on3)C(=O)C3CCCN32)cc1 (stereo unspecified) | 11 | 4 | 3 | 9 | 6 | 4 | 8 | 7 | 8
O=C1CC(=O)N(c2ccc3c(c2)OCO3)C(=O)N1 | 6 | 12 | -5 | 8 | -16 | -7 | 12 | -7 | 9
CC(=NCc1ccco1)c1c(O)n(Cc2ccccc2)c(=O)[nH]c1=O | -12 | -1 | 2 | -4 | -9 | -10 | -5 | -2 | -6
CC(=O)OC1C2CCCC1C(N1CCCC1)CC2 (stereo unspecified) | 12 | 1 | 6 | 0 | 11 | 22 | 3 | 2 | 0
CCOC(=O)c1c(N)n(CCCOC(=O)c2ccco2)c2nc3ccccc3nc12 | -14 | -8 | -10 | -425 | -70 | 25 | -17 | -10 | -42
O=P(/C(=N/O)N1CCOCC1)(N1CCOCC1)N1CCOCC1 | 2 | -1 | 6 | -5 | 2 | 18 | -3 | 7 | 6
CC(C)CCNC(=O)c1c(N)n(CC2CCCO2)c2nc3ccccc3nc12 (stereo unspecified) | -1 | -3 | -3 | . | -50 | 11 | -2 | -4 | 3
CC(C)C(=O)c1cn(Cc2ccccc2C#N)c2ccccc12 | -40 | 2 | 2 | -5 | 16 | 11 | -13 | 7 | 4
Cn1ccnc1P(=S)(c1nccn1C)c1nccn1C | 7 | 6 | 1 | 29 | 15 | 4 | 5 | 2 | 11
O=C(CCS(=O)(=O)c1ccc(Br)cc1)N1CCC2(CC1)OCCO2 | -2 | 1 | -2 | 9 | -99 | 13 | -17 | -8 | 1
Cc1ccc2c(c1)C1CN(C)CCC1N2C(=O)Cn1cnc2c1c(=O)n(C)c(=O)n2C (stereo unspecified) | 7 | 5 | 2 | 14 | -5 | 14 | 0 | -6 | -1
CC(C)NS(=O)(=O)c1ccc(OCC(=O)N2CCN(C)CC2)cc1 | 12 | 2 | -1 | 10 | 12 | 14 | 11 | -1 | 10
CCCC(C)C1(CC)C(=O)NC(=Nc2ccccc2OC)NC1=O (stereo unspecified) | 13 | 5 | 2 | 17 | 13 | 11 | -6 | 4 | 8
Cc1cccc(CS(=O)(=O)Cc2ccc(C(=O)N3CCC4(CC3)OCCO4)o2)c1 | 5 | -3 | 6 | 7 | -4 | 26 | -10 | 10 | 1
CCOC(=O)C1=C(N)Oc2cc(C)oc(=O)c2C12C(=O)N1c3c(cccc32)C(C)CC1(C)C (stereo unspecified) | 10 | 3 | 2 | 16 | 12 | 9 | 9 | 3 | 9
Cc1cccc(-n2c(O)c(C=NCCCN3CCOCC3)c(=O)[nH]c2=O)c1C | 8 | 4 | 5 | 4 | 15 | 10 | -4 | 5 | 7
C=CCn1c(O)c(C(C)=NCc2cc(OC)cc(OC)c2)c(=O)[nH]c1=O | -1 | 0 | 6 | -5 | -5 | 10 | -4 | 4 | 7
Cc1ccc(C)c(C2(O)CC(C)N(C)CC2C)c1 (stereo unspecified) | 13 | 1 | 1 | -6 | -6 | 8 | -4 | 3 | 6
COC(=NC1CCCC1)C(O)c1c[nH]c2ccccc12 (stereo unspecified) | 9 | 3 | 5 | 2 | 10 | 9 | -4 | 13 | 7
O=C(Nc1cccnc1)c1c(O)c2c(n(Cc3ccccc3)c1=O)CCCC2 | -1 | -4 | -4 | -6 | 2 | 8 | 0 | -2 | -3
Cc1nn(C2CCOC(C)(C)C2)c2c1C(c1ccc3c(c1)OCO3)SCC(=O)N2 (stereo unspecified) | 6 | 1 | 0 | . | -50 | 15 | -1 | -11 | 9
Cc1cccnc1-n1c(CN2C(=O)c3ccccc3C2=O)nc2ccccc2c1=O | 32 | 0 | -5 | 0 | 24 | 5 | 5 | 24 | 3
O=C(Cn1ncc2ccccc21)N1CCC2(CC1)OCCO2 | -5 | 3 | 1 | 21 | -27 | 0 | 14 | 7 | 4
O=c1[nH]c(=O)n(Cc2ccccc2)c(O)c1C=NCCCO | 10 | . | 6 | 8 | 9 | 17 | 2 | 5 | 12
Cn1c(=O)cc(OCC(=O)N2CCN(C3CCCCC3)CC2)c2ccccc21 | -29 | -3 | 3 | -4 | 10 | 16 | -5 | 5 | 5
CCOCCN1CCC(OC(C)=O)C(C)C1 (stereo unspecified) | 10 | 2 | -1 | 22 | -40 | -8 | 2 | 5 | 10
CCC(C)(C)n1nnnc1C(c1cccs1)N1CC=C(c2ccc(F)cc2)CC1 (stereo unspecified) | 11 | -1 | 4 | -14 | 18 | -4 | 0 | 7 | 5
O=C(c1cc2nc(-c3ccccc3)cc(-c3ccccc3)n2n1)N1CCC2(CC1)OCCO2 | 6 | 1 | 3 | -13 | -9 | 4 | 14 | -4 | 5
CC12CN3CC(C)(CN(C1)C31CCSCC1)C2=O | 6 | 2 | 2 | 9 | 7 | 10 | -1 | 8 | 0
Cc1cc(OCC(=O)Nc2cc(C)nn2-c2ccccn2)c2c3c(c(=O)oc2c1)CCC3 | -10 | 2 | -1 | -4 | -12 | -7 | 4 | -2 | -6
CCCCc1nc2ccccc2c(=O)n1-c1ccc(O)cc1 | 1 | -2 | 8 | 8 | 4 | 11 | 3 | 7 | 4
O=C(CCCN1CCC2(CC1)C(=O)NCN2c1ccccc1)c1ccc(F)cc1 | 1 | . | 1 | 18 | -26 | 10 | -14 | -5 | 5
O=P1(NC2CCCC2)COc2ccccc2OC1 | 0 | 2 | -1 | 6 | -56 | 2 | -5 | -8 | 9
CCOC(=O)C1=C(N)Oc2cc(C)oc(=O)c2C12C(=O)N1c3c(cc(OC)cc32)C(C)=CC1(C)C (stereo unspecified) | -3 | 1 | -1 | 20 | -3 | -15 | 7 | -2 | 7
Cc1ccc2cccc(OC(=O)N3CCCC3)c2n1 | 1 | 1 | 0 | 1 | 6 | 6 | 4 | -2 | 6
CC(C)n1cc(C(=O)N(CC(=O)NC2CCCC2)Cc2ccccc2)cn1 | 9 | -1 | 5 | 25 | 15 | 5 | 14 | 17 | 14
CN1CCC(n2nccc2N)CC1 | 0 | 1 | 5 | . | 2 | 12 | 5 | 5 | 5
CCC(=NCc1ccco1)c1c(O)n(-c2ccccc2)c(=O)[nH]c1=O | -1 | -5 | 4 | -1 | 1 | 19 | -1 | 4 | 4
O=C(CN1CCN(Cc2ccc(Cl)cc2)C1=O)N1CCC2(CC1)OCCO2 | -2 | 1 | -1 | . | -22 | 8 | -4 | -2 | 4
CN1CCN(C(=O)OC2c3nccnc3C(=O)N2c2ccc(Cl)cn2)CC1 (stereo unspecified) | 6 | 5 | 4 | -2 | 12 | 26 | -6 | 8 | 7
OC1(c2ccccc2F)CC2CCC(C1)N2CCN1CCOCC1 (stereo unspecified) | -2 | 2 | 1 | -1 | 0 | 5 | 0 | -4 | 2
CC12CN3CC(c4ccccc4)(CN(C1)C31CCCCC1)C2=O | 10 | 2 | 0 | 13 | 14 | 5 | -2 | 6 | 4
O=c1[nH]c(=O)n(-c2cccc(Cl)c2)c(O)c1/C=N/c1ccccn1 | -7 | 4 | -1 | 13 | -21 | 6 | 4 | -8 | 3
O=C(Cn1ncc2c3ccccc3n(Cc3ccccc3F)c2c1=O)N1CCC2(CC1)OCCO2 | -6 | 4 | 2 | 0 | -10 | 9 | -3 | 4 | -5
CC(C)c1ccc(OCC(=O)N2CCN(C)CC2)c(Br)c1 | -4 | 0 | 2 | -1 | -12 | -3 | -3 | 3 | 7
CN1CCC(N(C)c2ncnc3ccc(Br)cc23)CC1 | -11 | 1 | -1 | 6 | -23 | 21 | -11 | -12 | 7
Cc1ccc2c(c1)C1CN(C)CCC1N2C(=O)c1ccc(Br)o1 (stereo unspecified) | -1 | -4 | 1 | 5 | -2 | 0 | -6 | 2 | 2
CCC(=O)N1c2ccc(S(=O)(=O)CCC(=O)N3CCC4(CC3)OCCO4)cc2CC1C (stereo unspecified) | -1 | -1 | -2 | 13 | -1 | 17 | 8 | 10 | 3
The list continues:
SMILES | CatG inh | CatB inh | CatB mixtures | CatL inh | C1s inh | AP complement | CatS block | FXIa inh mix | Ec RNAP inh
CCOC(=O)c1c(N)n(Cc2ccco2)c2nc3ccccc3nc12 | -23 | -8 | -13 | -211 | -65 | -4 | -8 | -6 | -26
Cc1cc(OCC(=O)OC(C)C)c2c3c(c(=O)oc2c1)CCCC3 | 11 | 0 | 4 | 0 | 12 | 15 | 0 | 5 | 4
CC(=NCCN1CCOCC1)c1c(O)n(C2CCCCC2)c(=O)[nH]c1=O | -1 | -2 | -4 | -2 | 0 | -7 | 4 | 4 | -3
CCCCn1c(=O)c(C(=O)NCc2ccncc2)c(O)c2ccccc21 | 4 | 6 | 2 | -7 | -22 | -7 | 6 | -6 | 12

Complete entries, looked up by structure.
Cc1cc(OCC(=O)OC(C)C)c2c3c(c(=O)oc2c1)CCCC3 reads CatG inh: 11; CatB inh: 0; CatB mixtures: 4; CatL inh: 0; C1s inh: 12; AP complement: 15; CatS block: 0; FXIa inh mix: 5; Ec RNAP inh: 4
CCOC(=O)c1c(N)n(Cc2ccco2)c2nc3ccccc3nc12 reads CatG inh: -23; CatB inh: -8; CatB mixtures: -13; CatL inh: -211; C1s inh: -65; AP complement: -4; CatS block: -8; FXIa inh mix: -6; Ec RNAP inh: -26
